TAG inh = inhibitors of triacylglycerol accumulation | H9c2 cells, Nile Red lipid (TAG) fluorescence; cells loaded with 200 µM oleic acid | inhibition, % at 12.5 µM | hit rate 0.66% among 230,000 | AID 651582;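 active = pattern-corrected inhibition of lipid staining of at least 50% with the nuclear-stain viability signal not falling by more than 50%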;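 also: 0% = DMSO wells and 100% = triacsin C control wells; some results filed as inactive read as strong as hits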
TAG inh DAPI viability = further read-out of TAG inh, marked with its call; DAPI nuclei signal change (viability), lower = more cytotoxic, %;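 whole-well DAPI fluorescence read on a plate reader as a viability signal; minus 50 percent equals half of cells still viable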
Numbers without * were called inactive; & = joins results of further samples. Not all compounds are listed (hit frequency here may not be typical).

| molecule | TAG inh | TAG inh DAPI viability |
| --- | --- | --- |
| CCCCc1nnc(SCC(=O)Nc2nccs2)n1C | 2 | -3 |
| CCCCC#Cc1cncc(C(=O)N/N=C/c2ccccc2)c1 | -21 | 9 |
| N#CCC(=O)N/N=C/c1cn(Cc2ccc3ccccc3c2)c2ccccc12 | -7 | -4 |
| Cc1c(-n2c(O)c(C3=c4ccccc4=NC3=O)sc2=O)c(=O)n(-c2ccccc2)n1C | 9 | -1 |
| CCCC(NC(=O)C(C)Sc1nnnn1C1CC1)c1ccccc1 (stereo not drawn) | 13 | -3 |
| COc1ccccc1C(=O)Nc1ccc(OCC(=O)N2CC(C)OC(C)C2)cc1 (stereo not drawn) | 34 | 4 |
| O=c1[nH]ncc(N/N=C\c2cccs2)c1Cl | 13 | 4 |
| Cc1c(NS(=O)(=O)c2ccc3c(c2)n(C)c(=O)n3C)c(=O)n(-c2ccccc2)n1C | 16 | -8 |
| CC(C)(C)S(=O)(=O)N1C[C@H]2CC/C=C\C/C=C\2[C@@H]1CCO | -3 | -8 |
| COc1ccc(C2CC(c3ccccc3)=NN2S(=O)(=O)c2ccc(C)cc2)c(OC)c1 (stereo not drawn) | -21 | 12 |
| CC(=O)CC(C)(C)Nc1nc2ccc([N+](=O)[O-])cc2o1 | -3 | -17 |
| CC(=O)Nc1cccc(OC(=O)N2CCOCC2)c1 | -7 | 8 |
| O=C(O)c1ccc2c(=O)n(-c3ccccc3)c(=S)[nH]c2c1 | -7 | 7 |
| Cc1ccc2nsnc2c1S(=O)(=O)N(Cc1ccco1)Cc1cc2ccc(C)c(C)c2[nH]c1=O | 25 | -17 |
| CCc1cc(C(=O)Nc2cc(S(=O)(=O)N3CCOCC3)ccc2N2CCN(CC)CC2)sc1C | 9 | 10 |
| CC(C)C[C@H]1CNC(=S)N1CC1CCCN1C[C@H](Cc1ccccc1)N1C[C@H](Cc2ccc(O)cc2)N(CC2CCCCC2)C1=S (stereo partly drawn) | 101 | -71 |
| COc1ccc(NS(=O)(=O)c2cccc(C(=O)N3CCCCCCC3)c2)cc1 | -6 | 8 |
| O=S(=O)(c1ccccc1)N(Cc1nc(-c2ccccc2)no1)C1CCCCC1 | -17 | 7 |
| O=C(COC(=O)c1ccc(CO)cc1)Nc1ccc2ccccc2c1 | -5 | 0 |
| CC1(C)NC(=O)N(CC(=O)OCC(=O)c2ccc(Cl)s2)C1=O | -7 | 8 |
| COCCNC(=O)C1CCCN(C(=O)c2ccc3c(c2)C(C)(C)CCC3(C)C)CC1 (stereo not drawn) | -9 | 3 |
| C=C1C(=O)OC2C=C(CO)C3OC3C3OC3(C)CC(OC(=O)/C(=C/C)COC(C)=O)C12 (stereo not drawn) | 101 | -80 |
| COc1ccc([N+](=O)[O-])cc1NC(=O)C(C)OC(=O)Cc1ccc(OC)c(OC)c1 (stereo not drawn) | -10 | 4 |
| COc1ccccc1-c1cc(N)n(S(=O)(=O)c2ccc(F)c(C)c2)n1 | -29 | 5 |
| CC(C)CC(=O)Nc1ccc(C(=O)CN2CCC(C)CC2)cc1 | -15 | -6 |
| O=C(Nc1ccc(Cl)cc1)OCc1cn(-c2ccc(Cl)cc2)nn1 | -7 | -6 |
| O=C(COCc1ccccc1)N[C@@H]1c2ccccc2CC[C@@H]1OCc1ccccc1 | -28 | 4 |
| CCCNC(=O)Cc1c(C)oc2ccccc12 | -5 | 2 |
| CCCc1cc2c(cc1NC(=O)Cc1ccccc1)OCO2 | -1 | -1 |
| COc1ccc(NC(=O)Cn2c(=O)n(CC(=O)NCc3ccco3)c(=O)c3ccccc32)cc1OC | 17 | -7 |
| CC(C)CNC(=O)CCCSc1nc2ccccc2[nH]1 | 0 | -6 |
| CC(=O)NC(=S)Nc1ccc([N+](=O)[O-])cc1C | 0 | 5 |
| Cc1ccc(C(=O)OCC(=O)Nc2c(C)n(C)n(-c3ccccc3)c2=O)cc1[N+](=O)[O-] | -3 | 10 |
| CCCN1C(=O)/C(=C/c2ccc(C)s2)SC1=Nc1ccc(OC)cc1 | 3 | 5 |
| COc1ccc(S(=O)(=O)N(C)C[C@H]2Oc3ccc(NS(=O)(=O)c4cn(C)cn4)cc3C(=O)N([C@H](C)CO)C[C@@H]2C)cc1 | 4 | -2 |
| CC1(C(=O)CSc2nc3ccccc3[nH]2)CCC(=O)O1 (stereo not drawn) | 4 | -9 |
| c1ccc(CNc2ncnc3nc[nH]c23)cc1 | -7 | 11 |
| O=S(=O)(Nc1cccc(S(=O)(=O)N2CCCC2)c1)c1ccccc1F | 6 | -2 |
| O=C(CCCN1CCN(c2ccccn2)CC1)c1ccc(F)cc1 | -1 | 2 |
| Cc1nnc(NC(=O)CSc2nnc(C)n2-c2ccc(F)cc2)s1 | 6 | -11 |
| COc1ccc(S(=O)(=O)NN(C)c2nc(C(F)(F)F)nc3ccccc23)cc1 | 3 | 3 |
| COc1ccc(CCn2nnnc2C(CC(C)C)N2CCC(C(N)=O)CC2)cc1OC (stereo not drawn) | 20 | -12 |
| Cc1nnc(SCc2nc3sc(C(=O)O)c(C)c3c(=O)[nH]2)s1 | 9 | 4 |
| O=C(NCc1ccccc1)c1ccccc1C(=O)c1ncc[nH]1 | -8 | 0 |
| CC(=O)O[C@H]1C(=O)[C@@]2(C)[C@H]([C@H](OC(=O)c3ccccc3)[C@]3(O)C[C@H](OC(=O)[C@H](O)[C@@H](NC(=O)c4ccccc4)c4ccccc4)C(C)=C1C3(C)C)[C@]1(OC(C)=O)CO[C@@H]1C[C@@H]2O | 56* | -40* |
| CC1=C(C(=O)OCCOC(C)C)C(c2cc3c(cc2Br)OCO3)CC(=O)N1 (stereo not drawn) | -16 | -6 |
| Cn1c(-c2ccc(F)cc2)cc2onc(-c3ccccc3Cl)c2c1=O | -58 | 0 |
| CCNC(=S)N1CCC(NC(=O)c2ccco2)CC1 | 6 | -10 |
| CC(=O)c1ccc(S(=O)(=O)N2CCN(C(=O)c3ccc(N)c([N+](=O)[O-])c3)CC2)cc1 | -10 | -1 |
| CCCCNC(=O)Nc1ccc(Br)cn1 | -14 | 6 |

Single values from above.
Entry of CC(=O)c1ccc(S(=O)(=O)N2CCN(C(=O)c3ccc(N)c([N+](=O)[O-])c3)CC2)cc1 in TAG inh DAPI viability: -1
Entry of CCCCc1nnc(SCC(=O)Nc2nccs2)n1C in TAG inh DAPI viability: -3

The main list resumes, starting 7 compounds before the break.
| molecule | TAG inh | TAG inh DAPI viability |
| --- | --- | --- |
| O=C(NCc1ccccc1)c1ccccc1C(=O)c1ncc[nH]1 | -8 | 0 |
| CC(=O)O[C@H]1C(=O)[C@@]2(C)[C@H]([C@H](OC(=O)c3ccccc3)[C@]3(O)C[C@H](OC(=O)[C@H](O)[C@@H](NC(=O)c4ccccc4)c4ccccc4)C(C)=C1C3(C)C)[C@]1(OC(C)=O)CO[C@@H]1C[C@@H]2O | 56* | -40* |
| CC1=C(C(=O)OCCOC(C)C)C(c2cc3c(cc2Br)OCO3)CC(=O)N1 (stereo not drawn) | -16 | -6 |
| Cn1c(-c2ccc(F)cc2)cc2onc(-c3ccccc3Cl)c2c1=O | -58 | 0 |
| CCNC(=S)N1CCC(NC(=O)c2ccco2)CC1 | 6 | -10 |
| CC(=O)c1ccc(S(=O)(=O)N2CCN(C(=O)c3ccc(N)c([N+](=O)[O-])c3)CC2)cc1 | -10 | -1 |
| CCCCNC(=O)Nc1ccc(Br)cn1 | -14 | 6 |
| COCCN1C(=O)N(c2ccccc2)C(=O)C1CC(=O)Nc1cc(OC)cc(OC)c1 (stereo not drawn) | -6 | 7 |
| CCC(=O)N1CC23C=CC(CC2CC12CCCCC2)O3 (stereo not drawn) | -8 | -3 |
| FC(F)(F)c1cccc(-c2ccc(/C=N/Nc3nncc(-c4ccccc4)n3)o2)c1 | 20 | -9 |
| NCC1CCC(C(=O)Oc2ccc(CCC(=O)O)cc2)CC1 (stereo not drawn) | 6 | -6 |
| CCOC(=O)C1=CNS(=O)(=O)NC1CCc1ccccc1 (stereo not drawn) | -1 | 2 |
| CCOc1ccc(S(=O)(=O)NCCC(=O)N2CC(C)OC(C)C2)cc1 (stereo not drawn) | -6 | 3 |
| COc1ccc(C(=O)NC(C)c2ccncc2)cc1S(=O)(=O)N(C)Cc1ccccc1 (stereo not drawn) | 22 | -4 |
| COc1ccc2nc(C)cc(Nc3ccc(C)cc3)c2c1 | 23 | -6 |
| COc1ccc(/C=C(\C#N)C(=O)N=CN(C)C)cc1 | -10 | 9 |
| CCCCN1CC(C(=O)NC2CCCCC2)CC1=O (stereo not drawn) | -2 | -6 |
| CCN(CC(=O)Nc1ccc(OC)cc1)C(=O)c1oc2c(Cl)cccc2c1C | 4 | -8 |
| NCc1csc(Nc2ccc(C(=O)c3ccccc3)cc2)n1 | 5 | 4 |
| COc1ccccc1NC(=O)C/C(C)=N/NC(=O)COc1c(Br)cc(Br)cc1OC | -12 | -4 |
| CC(=O)Nc1ccc(S(=O)(=O)N2CCN(c3ncccn3)CC2)cc1 | -7 | -6 |
| Cc1onc(-c2c(F)cccc2Cl)c1C(=O)ONC(=O)c1ccccc1 | -25 | 5 |
| O=C(O)C1C2C=CC3(CN(Cc4ccncc4)C(=O)C13)O2 (stereo not drawn) | 12 | -17 |
| [O-]/[N+](=C\c1ccncc1)c1ccccc1 | -4 | -1 |
| CC(Oc1ccccc1[N+](=O)[O-])C(=O)N/N=C/c1ccoc1 (stereo not drawn) | 7 | 7 |
| Cc1cc(C)n(-c2nc(NC(C)(C)C)nc(NC(C)(C)C)n2)n1 | 50 | -34 |
| O=C(O)CSCC(=O)NCc1c(Cl)cccc1Oc1ccccc1 | 7 | -4 |
| Cc1ccc(-c2cc(C(=O)N/N=C/c3cccnc3)c3ccccc3n2)cc1C | -1 | 2 |
| Cn1c(=O)c2c(nc(N3CCCCCC3)n2Cc2cccc3ccccc23)n(C)c1=O | 8 | -2 |
| COc1ccccc1N1CCN(C(=O)c2ccc(S(=O)(=O)N3CCCC3)cc2)CC1 | -2 | -11 |
| COc1cc(/C=N/NS(=O)(=O)c2ccc(C)cc2)ccc1OCc1cccc(C(=O)O)c1 | -9 | 14 |
| Cc1cc(C)cc(-n2nnnc2SCC(=O)N2CCOCC2)c1 | -6 | -2 |
| COc1ccc(C(=O)Nc2ccnn2C2CCN(C(=O)c3cc(C)on3)CC2)cc1 | -2 | -2 |
| CN(C(=O)CSc1nc2ccccc2c(=O)n1-c1ccc(F)cc1)C1CCS(=O)(=O)C1 (stereo not drawn) | 3 | -5 |
| CCC(C)(C)NC(=O)C1CCCN1C(=O)NC1CCCCC1 (stereo not drawn) | -3 | 6 |
| CCn1nnnc1SCC(=O)Nc1cccc(C)n1 | -17 | 3 |
| C=CCN(C(=O)COc1ccccc1)c1nnc(-c2ccncc2)s1 | 1 | -3 |
| COc1ccccc1NC(=O)c1cc(Cl)ccc1NC(=O)c1ccco1 | 38 | -18 |
| CC(C)CN(CCCNC(=O)CN1C(=O)CSc2ccc(S(=O)(=O)N3CCOCC3)cc21)CC(C)C | -20 | 8 |
| Cc1ccc(-c2cnc(C(O)c3cc(Cl)cc(Cl)c3)[nH]2)cc1 (stereo not drawn) | 6 | -8 |
| O=c1oc2ccccc2cc1-c1nnc(-c2cccc(Br)c2)o1 | -20 | -3 |
| CCOc1cc(/C=C(\C#N)C(N)=O)ccc1OCc1c(C)no[n+]1[O-] | 0 | 5 |
| CCOC(=O)CNC(=O)C(NC(=O)C1CCC(C)CC1)C(C)CC (stereo not drawn) | 26 | -23 |
| CCc1nc2ccc(C(=O)NCCN3CCCC3)cn2c1N(C)Cc1ccc(OC)cc1 | -11 | 25 |
| CC12c3ccccc3C(c3ccccc31)C1C(=O)N(c3ccncc3)C(=O)C12 (stereo not drawn) | 11 | -13 |
| CCn1cc(C(=O)N2CCN(C3CCCCC3)CC2)c2cc(OC)c(OC)cc2c1=O | 7 | -9 |
| COc1cccc(CCc2nnc(CCC(=O)NC(C)c3c(C)nn(C)c3C)o2)c1 (stereo not drawn) | 7 | -6 |
| O=C(COC(=O)c1cncc(Br)c1)Nc1nnc(-c2ccccc2)o1 | 6 | 5 |
| CN(c1ncc(C(F)(F)F)cc1Cl)N1C(=O)C2ONC3(C(=O)CC(C)(C)CC3=O)C2C1=O (stereo not drawn) | -2 | -5 |
| Cc1c(C(=O)N2CCN(C(c3ccccc3)c3ccccc3)CC2)oc2ccccc12 | 11 | 7 |
| C[C@H]1CN([C@@H](C)CO)C(=O)CCCn2nncc2CO[C@H]1CN(C)S(=O)(=O)c1cccc(F)c1 | -3 | 0 |
| Cc1cc(C#N)c(C)n1-c1cc(S(=O)(=O)N2CCOCC2)ccc1N1CCCC1 | -13 | 35 |
| CC(=O)Nc1ccc(S(=O)(=O)NCC(=O)OCC(=O)NC23CC4CC(CC(C4)C2)C3)cc1 | -4 | 11 |
| CN1CCc2cccc3c2[C@H]1Cc1ccc(O)c(O)c1-3 | 14&5&21 | -5&-6&-6 |
| COc1ccc([C@@]2(C(C)C)ON(c3ccccc3C(F)(F)F)C2=O)cc1 | -16 | -5 |
| COc1ccccc1C(=O)Nc1ccnn1C1CCN(C2CCSCC2)CC1 | -4 | -2 |
| CC1(C)Oc2ccc3ccc(=O)oc3c2/C(=C/O)C1=O | -6 | -8 |

Going on with the list:
| molecule | TAG inh | TAG inh DAPI viability |
| --- | --- | --- |
| O=C(O)c1ccc2c(=O)n(-c3ccc(F)c(Cl)c3)c(=S)[nH]c2c1 | 5 | 1 |
| COCCNc1nnnc2c1sc1nc(N3CCOCC3)c3c(c12)CC(C)(C)OC3 | 2 | -1 |
| COc1cccc(NC(=O)CN(C)C(C)C(=O)N2CCCC2)c1 (stereo not drawn) | 0 | 0 |
| Cc1ccc(C(C)C)cc1OCC(=O)Nc1ccc(-n2cnnn2)cc1 | 24 | 4 |
| O=C(Nc1ccccc1F)Nc1cc(S(=O)(=O)N2CCOCC2)ccc1N1CCCC1 | -11 | 0 |
| CCN(Cc1ccccc1)C(=O)C(=O)c1cn(CC(=O)N2CCCC2)c2ccccc12 | 9 | -1 |
| O=C(CCNC(=O)c1ccccc1Cl)Nc1nnc(C2CC2)s1 | 0 | 1 |
| CC(C)(C)c1nnc2sc(SCC(=O)c3ccccc3)nn2c1=O | 2 | -1 |
| O=C(c1cccnc1)N1N=C(C2CCCCC2)CC1(O)C(F)(F)F (stereo not drawn) | -2 | -2 |
